LYPLA2 inh – LYPLA2 (human) inhibition in PME1 counter-screen | O95372 | recombinant LYPLA2, FP-Rh probe fluorescence polarization | inhibition, % at 5.9 µM | 0.38% of 320,000 active;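 active = inhibition above the screen-wide mean plus 3 SD, limit set per campaign, cut at about 26% in these data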;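 also: 0% = LYPLA2 with DMSO and 100% = wells lacking LYPLA2 enzyme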
Target sequence (O95372 whole entry, looked up): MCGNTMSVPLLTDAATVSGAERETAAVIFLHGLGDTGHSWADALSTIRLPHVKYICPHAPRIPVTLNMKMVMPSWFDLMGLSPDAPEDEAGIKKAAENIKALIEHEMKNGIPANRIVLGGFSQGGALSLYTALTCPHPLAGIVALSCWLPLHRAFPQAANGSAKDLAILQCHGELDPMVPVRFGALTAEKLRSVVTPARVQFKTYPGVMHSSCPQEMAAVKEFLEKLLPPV
PP1 inh – counter-screen for PP5 inhibitors: inhibitors of human PP1-alpha; AID 2235; purified PP1alpha, OMFP fluorescence; 0.9% of 320,000 active; inhibition, % at 6.7 µM;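 active = inhibition above the mean inhibition of all tested compounds plus 3 SD, computed separately for each screening campaign, cut at about 15% in these data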
Target sequence (P62136 whole entry, looked up): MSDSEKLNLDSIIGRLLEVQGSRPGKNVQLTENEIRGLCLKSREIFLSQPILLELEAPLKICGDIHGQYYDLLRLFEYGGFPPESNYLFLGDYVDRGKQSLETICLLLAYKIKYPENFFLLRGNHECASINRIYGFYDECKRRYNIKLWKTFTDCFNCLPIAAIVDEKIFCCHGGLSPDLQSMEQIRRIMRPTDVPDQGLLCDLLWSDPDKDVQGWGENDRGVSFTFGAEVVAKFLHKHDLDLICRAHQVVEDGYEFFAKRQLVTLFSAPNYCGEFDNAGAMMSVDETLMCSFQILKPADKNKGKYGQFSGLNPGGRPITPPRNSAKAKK
JMJD2C inh – human JMJD2C demethylase inhibition. GST-JMJD2C(1-420) H3K9me3 demethylation, DELFIA europium. AID 2099. 0.069% of 330,000 active. Q9H3R0. inhibition, % at 2.35 µM;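 active = more than half of a compound's replicate wells show inhibition beyond 50%, single wells judged on their own value; inconclusive = some, but no more than half, of replicates pass 50% inhibition; inactive = no replicate passes 50% inhibition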;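 also: signal counts dimethyl H3K9 product captured on neutravidin plate; 0% = median of DMSO wells and 100% = 0.3 times that DMSO median; strong numbers were not always called active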
Target sequence (Q9H3R0 1-420 limits assumed): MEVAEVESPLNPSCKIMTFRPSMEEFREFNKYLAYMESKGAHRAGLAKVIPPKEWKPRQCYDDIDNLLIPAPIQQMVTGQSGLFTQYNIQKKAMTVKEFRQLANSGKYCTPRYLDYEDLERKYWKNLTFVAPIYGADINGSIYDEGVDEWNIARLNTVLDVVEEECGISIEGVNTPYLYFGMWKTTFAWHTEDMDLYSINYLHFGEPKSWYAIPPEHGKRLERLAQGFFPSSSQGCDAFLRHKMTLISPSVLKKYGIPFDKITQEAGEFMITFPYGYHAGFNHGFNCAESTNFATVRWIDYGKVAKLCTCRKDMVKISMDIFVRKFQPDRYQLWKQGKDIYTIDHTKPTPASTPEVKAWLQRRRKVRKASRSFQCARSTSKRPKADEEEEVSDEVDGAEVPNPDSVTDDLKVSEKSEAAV
Efflux pump inh – inhibitors of Candida antifungal efflux pumps expressed in yeast | S. cerevisiae Candida pump triplex, Nile Red efflux | inhibition, % at 10 µM | AID 485275 | 0.44% of 330,000 active;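 active = plate passing quality check with inhibition over a set limit, or well fluorescence over plate mean plus 4 SD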;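 also: Nile Red retained in pooled yeast measured as flow cytometry median fluorescence; 0% = buffer negative control and 100% = Enniatin B positive control; higher means more Nile Red kept so more efflux inhibition; some compounds called inactive have numbers as strong as hits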
HCV core dimer – HCV core protein dimerization inhibition; TR-FRET GST/Flag-core106 dimerization, 1536-well; inhibition, % at 5 µM; 0.33% of 300,000 active;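 active = inhibition above the mean of all tested compounds plus 3 SD, set per screening campaign, cut at about 45% in these data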
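assay system = GST-tagged and Flag-tagged HCV core protein residues 1-106 | controls = unlabelled core106 and no-GST-core106 wells | incubation = compound-protein-antibody incubation 4 h at 22.5 °C | probe or stimulus = Eu donor and XL665 acceptor anti-tag antibodies | read-out = % inhibition based on acceptor/donor emission ratio | signal = TR-FRET 671 and 617 nm emission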
Fh CTSL1 inh – blocks F. hepatica cathepsin L1 in PFM18AAP counter-screen. recombinant F. hepatica cathepsin L1, Z-Leu-Arg-MCA fluorescence. inhibition, % at 5.96 µM. 0.49% of 300,000 active. AID 1906;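 active = inhibition above the mean of all tested compounds plus 3 SD, set per screening campaign, cut at about 17% in these data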;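 also: 0% = plate median of test compound wells and 100% = 1 µM Z-Phe-Ala-diazomethylketone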
PREPL inh – inhibitors of human prolyl oligopeptidase-like enzyme PREPL; Q4J6C6; inhibition, % at 5.96 µM; 0.68% of 320,000 active; AID 2751; recombinant PREPL, fluorescence polarization activity-based probe; in the data active = inhibition above about 43%;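 also: 0% = enzyme with DMSO and 100% = wells lacking enzyme; many of its hits are not listed in these tables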
TPT1 inh – blocks Candida albicans tRNA 2'-phosphotransferase. inhibition, % at 5 µM. 0.81% of 300,000 active. AID 1962. recombinant caTPT1, FP RNA substrate dephosphorylation;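 active = inhibition above the mean of all tested compounds plus 3 SD, set per screening campaign, cut at about 24% in these data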;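 also: plate controls were DMSO alone for no effect and ferristatin control at 100 nM for full effect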
PP5 primary – PP5 (human) phosphatase inhibition; purified PP5c, OMFP substrate fluorescence; inhibition, % at 6.7 µM; P53041; 0.18% of 320,000 active; AID 1987;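 active = inhibition above the campaign's mean inhibition across all tested compounds plus 3 SD, cut at about 9.5% in these data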;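 also: 0% = DMSO only and 100% = 100 µM cantharidin control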
* = called active by the depositor; ? = inconclusive; . = not tested or not shown; & = joins results of further samples. Not all compounds are listed; count on the stated rates, not on these rows.

| mol | JMJD2C inh | Fh CTSL1 inh | Efflux pump inh | HCV core dimer | PP5 primary | PP1 inh | TPT1 inh | PREPL inh | LYPLA2 inh |
| --- | --- | --- | --- | --- | --- | --- | --- | --- | --- |
| Cn1c(=O)oc2cc(S(=O)(=O)NC3CCCCC3)ccc21 | -18 | -3 | -0.1 | -16 | 4.5 | 1 | -3 | 13 | 3 |
| Cn1c(-c2cc(Cl)ccc2O)nc2c1c(=O)[nH]c(=O)n2Cc1ccccc1 | -9 | -1 | -0.1 | 16 | 4.7 | 0 | -5 | 5 | -2 |
| Cc1ccc(S(=O)(=O)NCc2ccccn2)c(C)c1 | 3 | -5 | 0.0 | 12 | -1.4 | -2 | -1 | -4 | 5 |
| COc1ccc(NC(=S)NCCc2ccccc2OC)c(OC)c1 | -3 | -1 | 0.0 | 0 | 1.3 | 2 | 0 | 12 | 7 |
| COc1ccccc1-n1c(SCC(=O)N2CCOCC2)nc2cccnc21 | 18 | -3 | 0.0 | -4 | 0.5 | 2 | 1 | -2 | -8 |
| CCOC(=O)N1CCN(c2c(Nc3ccc4c(c3)OCCO4)c(=O)c2=O)CC1 | -3 | 6 | 0.1 | -3 | -0.1 | -4 | 1 | 16 | 2 |
| O=C1C(=O)N(CCN2CCOCC2)C(c2ccccn2)/C1=C(/O)c1ccc(Cl)cc1 (stereo not given) | ? | 0 | -0.1 | 2 | 0.9 | 0 | 0 | 10 | -7 |
| CC(=O)Nc1nonc1-c1ccccc1 | -1 | -2 | -0.1 | -2 | -0.1 | -2 | -2 | -10 | 1 |
| N#Cc1ccccc1NC(=O)CSc1nnc(-c2ccccc2O)n1-c1ccccc1 | 11 | 5 | 0.1 | 2 | 0.6 | 1 | -2 | 2 | -1 |
| O=C(Nc1nc2ccccc2[nH]1)c1cc2ccccc2o1 | 3 | 5 | 0.2 | 2 | -0.8 | -4 | 0 | 9 | -5 |
| O=C1c2ccccc2NC(c2cccc(O)c2)N1O (stereo not given) | 4 | -3 | 0.0 | -2 | -1.9 | -1 | -2 | -1 | 1 |
| O=C1NCCc2c1[nH]c1c(Cl)ccc(Cl)c21 | -11 | -1 | 0.0 | 3 | 2.4 | -1 | -5 | 7 | 0 |
| O=C(Nc1ccc2c(c1)OCCO2)c1c(F)c(F)c(F)c(F)c1F | -1 | 6 | -0.4 | 0 | -3.8 | 3 | -14 | 8 | 13 |
| CNC(=O)c1c(NC(=O)CCS(=O)(=O)c2ccc(C)cc2)sc2c1CCN(C(=O)OC)C2 | -3 | -16 | 0.1 | 0 | 2.9 | 1 | -1 | 6 | 6 |
| OCCN1CCOCCN(CCO)CCN(CCO)CC1 | -1 | -9 | 0.0 | 3 | 3.1 | -6 | -2 | 4 | 0 |
| Cc1ccccc1Cn1cc(S(=O)(=O)CC(=O)Nc2nccs2)c2ccccc21 | 8 | 5 | 0.0 | 13 | 1.5 | 11 | 3 | -32 | -10 |
| CCc1nnc(NC(=O)CSc2nnc(-c3ccc(S(=O)(=O)N(CC)CC)cc3)n2CC)s1 | -23 | -1 | 0.2 | 3 | 1.4 | -3 | 0 | 4 | 3 |
| CN1CC=C2C(C#N)=C(N)C(C#N)(C#N)C(Cc3ccccc3)C2C1 (stereo not given) | -2 | 6 | 0.0 | -3 | 5.8 | 3 | -54 | 23 | 12 |
| Cc1cc(C)n(-c2ccc(C(F)(F)F)cc2[N+](=O)[O-])n1 | 2 | -6 | -0.2 | 3 | 1.2 | -7 | -4 | -4 | 1 |
| CC(=O)c1cn(C)c(=O)n(C)c1=O | -1 | 1 | -0.1 | -1 | -0.5 | -1 | -7 | 0 | 9 |
| CNC(=O)c1nnn(Cc2ccccc2)c1NC(C)=O | -2 | -2 | -0.1 | -3 | 1.0 | 0 | -1 | 10 | 2 |
| CCOC(=O)CNC(=O)CN1C(=O)CC(c2ccco2)Sc2ccccc21 (stereo not given) | -5 | -3 | -0.2 | -3 | -2.8 | -1 | 2 | -1 | -2 |
| N=C1C(c2nc(-c3cccc([N+](=O)[O-])c3)cs2)=C(O)CN1NC(=O)c1ccco1 | 16 | -4 | 0.0 | 4 | 4.8 | -3 | 5 | 14 | -2 |
| Cc1cc(C)nc(NC(=O)c2csnn2)c1 | 8 | -1 | -0.2 | -3 | 0.2 | -1 | -6 | 4 | 6 |
| O=C(O)CC(CC(=O)Nc1ccc(-n2ccc(C(F)(F)F)n2)cc1)c1ccccc1 (stereo not given) | 4 | -1 | 0.0 | 3 | 0.0 | -1 | -3 | -10 | -1 |
| Cc1ccc(C)c(Oc2nnnn2-c2ccccc2)c1 | 0 | -1 | -0.1 | 8 | 2.6 | 0 | 0 | 1 | 2 |
| Cn1c(CC(=O)Nc2ccccc2)cc2ccccc21 | 9 | 1 | 0.0 | 4 | 0.5 | -1 | 0 | 2 | 3 |
| CC1(C)CC(=O)C=C(NCCCNC2CCCCC2)C1 | -1 | 4 | 0.0 | 0 | 2.5 | -4 | -2 | 6 | 4 |
| COc1ccc(CCn2c(C)cc(C(=O)CSc3nc(N)cc(=O)[nH]3)c2C)cc1 | 11 | 1 | 0.1 | 16 | 9.3 | 9 | 3 | 2 | -7 |
| Cc1ccc(C(=S)NCS(=O)(=O)c2ccc(C)cc2)cc1 | 8 | 15 | -0.1 | -3 | 1.5 | -3 | 1 | -4 | 9 |
| COc1c(C)cc(C(=O)C2CCCN(S(=O)(=O)N(C)C)C2)cc1C (stereo not given) | ? | 1 | 0.2 | -3 | 0.8 | -4 | 0 | 9 | 3 |
| CC1=C(C#N)C(c2ccccc2O)C(C#N)=C(C)N1 | -5 | 1 | 0.1 | 4 | 0.6 | 13 | 4 | -7 | -3 |
| Fc1ccc(CN2CCN3CCCC3C2C2CCCCC2)cc1F (stereo not given) | . | 1 | 0.1 | -8 | -1.3 | -4 | 1 | -5 | 3 |
| N#C/C(=C\c1ccc[nH]1)C(=O)N1CCCCC1 | 7 | 13 | 0.0 | -3 | 2.2 | -5 | -4 | 13 | -9 |
| COc1ccc(C(C)(C)C)cc1NC(=O)Cn1cnnn1 | -3 | 5 | -0.2 | -2 | -2.1 | -4 | 2 | 8 | -4 |
| COCCCNC(=O)CSc1nc2sc(C(=O)OC)c(C)c2c(=O)n1N | -2 | 1 | 0.1 | -1 | 1.1 | -2 | -2 | -5 | 0 |
| COc1ccccc1C(=O)O[C@H]1[C@H](Cc2ccccc2)NS(=O)(=O)[C@H]2C[C@@H]3C=C[C@]12O3 | 9 | . | -0.6 | . | 3.5 | 6 | . | 3 | -11 |
| COc1ccc(Cn2c(O)c(C=Nc3ccc(OC)cc3)c3ccccc3c2=O)cc1 | -6 | 2 | 0.1 | 2 | -4.2 | 1 | 1 | 1 | 1 |
| Fc1cccc(-n2cc(-c3ccccc3)c3c(=S)nc[nH]c32)c1 | 24 | 2 | 0.0 | 20 | -0.2 | -1 | 0 | -2 | 2 |
| COc1ccc(S(=O)(=O)N[C@H](C(=O)O)C(C)C)cc1 | 5 | 3 | 0.0 | -5 | -1.4 | 0 | -4 | -1 | 6 |
| CCCCC(=O)NC(=S)Nc1ccc(Cl)c(C(=O)O)c1 | 5 | 5 | 0.0 | -2 | -0.4 | -3 | -3 | -3 | 1 |
| CCCN1C(=O)c2cc(C(=O)Nc3ccccc3CC)ccc2C1O (stereo not given) | 4 | 2 | 0.2 | 3 | 1.6 | -1 | 6 | 5 | -4 |
| Cc1[nH]c2ccc(CNS(=O)(=O)c3ccc(S(=O)(=O)N4CCOCC4)cc3)cc2c1C | 12&1 | 3 | -0.1 | 8 | 0.7 | 0 | -2 | 3 | 4 |
| CC(=O)c1sc(N/N=C\c2cccc(Br)c2)nc1C | 3 | 4 | -0.3 | 0 | 0.5 | -1 | 67* | 37 | 4 |
| CSc1nc2ncc(C#N)cn2n1 | 0 | 0 | 0.2 | -2 | 2.2 | -3 | 3 | 0 | -2 |
| Cc1nnc(SCC(=O)Nc2c(Cl)cccc2Cl)n(N)c1=O | -45 | 3 | 0.2 | -3 | -2.8 | 0 | -3 | -5 | -2 |
| N#CC(C#N)=C/C(C#N)=C(/N)N1CCN(c2ccc(Cl)cc2)CC1 | 4 | -7 | 0.9 | 5 | 5.7 | 2 | 56* | 12 | 6 |
| CCCNC(=O)C1CC(=O)N(c2ccc(OCc3ccc(Cl)cc3)cc2)C1 (stereo not given) | 5 | -8 | 0.0 | 9 | 1.1 | 3 | -3 | 22 | 4 |
| N#Cc1ccccc1OCC(=O)NC(=O)NCc1ccco1 | . | -1 | 0.1 | 2 | 2.8 | -13 | -1 | -15 | 0 |
| COC(=O)c1cc(S(=O)(=O)NCCN2CCOCC2)cn1C | 7 | 0 | -0.1 | -1 | -0.3 | -3 | 1 | 4 | 1 |
| Cc1ccc(S(=O)(=O)NCCCNS(C)(=O)=O)cc1 | -7 | -2 | 0.0 | -2 | 3.0 | 1 | -6 | 9 | -2 |
| Cc1ccc(SCCC(=O)NC2CC2)cc1 | -8 | -1 | 0.0 | -4 | -0.2 | -1 | -3 | -8 | 2 |
| O=C(NC(=S)Nc1ccc(N2CCOCC2)c(Cl)c1)c1cncc(Br)c1 | -7 | 3 | 0.2 | -9 | 3.2 | 2 | -4 | 16 | 5 |
| COc1ccc(C(=O)n2c(N)nc3ccccc32)cc1OC | -5 | 0 | 0.1 | 2 | 3.7 | 1 | 1 | -10 | 4 |
| Cc1cc2oc(C(=O)NCc3ccc4c(c3)OCO4)c(C)c2cc1C | -9&26 | 7 | -0.1 | 11 | 0.1 | 1 | 3 | 3 | -15 |
| Cc1cccc(N2CCN(C(=O)/C=C/c3cccs3)CC2C)c1 (stereo not given) | 1 | 0 | 0.5 | 6 | 2.7 | -1 | 0 | 7 | 6 |
| CCOC(=O)C1CCCN(c2c(NCC3CCCO3)c(=O)c2=O)C1 (stereo not given) | -3 | 0 | 0.1 | -4 | -0.5 | 1 | -4 | -7 | -3 |
| C/C(=N/NC(=S)Nc1cccc(C)c1)c1cccc([N+](=O)[O-])c1 | -4 | 6 | 0.1 | 12 | 3.8 | 1 | 2 | 17 | -3 |
| CN(C(=O)c1ccccc1C(=O)OCC(=O)NC(=O)NC(C)(C)C)C1CCCCC1 | -1 | 2 | -0.1 | 1 | 2.4 | -2 | 8 | 2 | 1 |
| COc1ccccc1CNC(=O)CCCNS(=O)(=O)c1cccc2nsnc12 | -2 | -2 | -0.1 | 1 | 0.1 | -2 | -4 | -9 | -1 |

Carrying on:
| mol | JMJD2C inh | Fh CTSL1 inh | Efflux pump inh | HCV core dimer | PP5 primary | PP1 inh | TPT1 inh | PREPL inh | LYPLA2 inh |
| --- | --- | --- | --- | --- | --- | --- | --- | --- | --- |
| O=S(=O)(Cc1ccccc1)Cc1cnc(Cl)s1 | -3 | 1 | 0.1 | -6 | 1.4 | 1 | 0 | -3 | 2 |
| O=C(NC1CC1)C1CC(=O)N(c2cccc(Cl)c2Cl)C1 (stereo not given) | 6 | 1 | 0.0 | 13 | 3.3 | 8 | 1 | 4 | 1 |
| CSc1ncc(C(=O)Nc2ccccc2C)c(C)n1 | -3 | -3 | 0.1 | -4 | 2.5 | 0 | 5 | -2 | 1 |
| Cc1ccc2oc(-c3cccc(N)c3)nc2c1 | 14 | 0 | 0.2 | -5 | 4.4 | -1 | -3 | 23 | -4 |

Screening data as filed in PubChem.
